aSyn UTR inh: MLPCN primary screen, SNCA 5' untranslated region | alpha-synuclein 5'UTR reporter, inhibitor activity | inhibition, % (tested at 7.5 µM) | actives 0.82% (n = 300,000); in the data active = inhibition above about 60%; inconclusive = no clear call, values can overlap the other calls;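 note: H4 neuroglioblastoma cells stably carrying SNCA 5'UTR luciferase fusion; 0% = DMSO wells and 100% = positive control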
HSP90 refold inh: inhibitors of HSP90 luciferase refolding in rabbit reticulocyte lysate; AID 1789; inhibition, % at 5.6 µM; luciferase refolding luminescence, 3 h; actives 0.91% (n = 290,000);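 active = inhibition above the screen-wide mean plus 3 SD, computed separately per campaign, cut at about 16% in these data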;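 note: 0% = DMSO wells and 100% = 60 µM geldanamycin wells; inhibitors lower the luminescence because luciferase stays unfolded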
HSF-1 act: increases HSF-1 driven luciferase reporter signal | NIH3T3-HGL HSF-1 luciferase reporter, MG132, 8 h; 100% = twice DMSO control signal | actives 1.7% (n = 300,000) | activation, % at 9 µM;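 active = mean replicate activation of at least 50% with a set share of replicates each reaching 50%; inconclusive = only one of those two conditions met; inactive = mean below 50% and too few replicates reaching it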;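 note: 0% = median of the neutral control wells and 100% = twice that signal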
AI-2 QS modul: modulators of Vibrio harveyi AI-2 quorum sensing system; Vibrio harveyi JMH597 AI-2 luminescence/OD600 ratio, 9 h; stronger effect = lower value; strain lacks LuxN and CqsS sensors; 0 = neutral-control median; AID 2094; actives 0.4% (n = 300,000); activity change, % at 7.5 µM; in the data active = activity change below about -75%, passing the limit was not always enough; inconclusive = no clear call, values can overlap the other calls;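 note: luminescence divided by OD600 gain over 9 h not by final OD600 alone; inactives centre near 13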
GSK3 alpha inh: inhibitors of human GSK-3 alpha kinase | P49840 | ADP-Glo luminescence, 60 min | inhibition, % at 10 µM | actives 0.1% (n = 320,000);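 in the data active = inhibition above about 50%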;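 note: GST-tagged GSK-3 alpha with peptide substrate and 25 µM ATP; 0% = DMSO neutral wells and 100% = GW8510 positive control wells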
Target sequence (P49840 whole entry, looked up): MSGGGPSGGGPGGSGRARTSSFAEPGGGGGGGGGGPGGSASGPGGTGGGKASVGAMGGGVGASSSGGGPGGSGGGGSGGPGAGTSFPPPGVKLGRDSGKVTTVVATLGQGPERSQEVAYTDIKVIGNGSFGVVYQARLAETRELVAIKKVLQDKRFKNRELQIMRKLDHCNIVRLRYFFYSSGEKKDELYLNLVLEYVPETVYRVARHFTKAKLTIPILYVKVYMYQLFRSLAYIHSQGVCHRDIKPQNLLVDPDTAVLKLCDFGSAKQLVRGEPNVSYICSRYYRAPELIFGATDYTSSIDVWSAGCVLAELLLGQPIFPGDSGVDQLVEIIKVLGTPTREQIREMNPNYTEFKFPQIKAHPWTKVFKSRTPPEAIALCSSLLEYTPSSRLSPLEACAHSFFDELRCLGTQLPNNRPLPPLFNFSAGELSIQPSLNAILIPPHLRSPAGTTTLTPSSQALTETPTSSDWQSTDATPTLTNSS
KLF5 inh: suppresses KLF5 promoter-driven expression | DLD-1 KLF5 promoter-luciferase reporter, luminescence | AID 1700 | inhibition, % at 5 µM | actives 0.23% (n = 290,000);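 active = inhibition above a per-plate limit of that plate's mean compound inhibition plus 3 SD, cut at about 60% in these data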;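 note: 0% = DMSO wells and 100% = LY294002 at 200 µM; higher means less KLF5 promoter-driven luciferase light; inactives centre near -14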
HIF activator: HIF pathway transcriptional activation; U2OS HRE-luciferase reporter, luminescence; normalized: DMSO 0%, desferrioxamine 100%; activation, % at 7.5 µM (by protocol); actives 0.32% (n = 300,000);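 active = mean activation of at least 10% of the iron chelator positive control signal, with at least half of replicates also reaching 10%; inconclusive = mean and replicate majority disagree about reaching 10%; inactive = mean and most replicates under 10%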
HSF1 inh: HSF1 inhibition. NIH3T3-HGL HSE-luciferase, MG132-induced, luminescence 8 h; stronger effect = lower value. activity change, negative = inhibition, % at 7.5 µM (by protocol). actives 0.77% (n = 300,000). AID 2098;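 active = more than half of replicate wells show activity change below -50%, luminescence cut by over half; inconclusive = some wells, but at most half, below -50%; inactive = no replicate well below -50%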;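 note: luciferase reports HSF-1 transcriptional activity via heat shock element; 0% = median of DMSO wells and -100% = zero luminescence signal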
IEC-6 tox: counter-screen for KLF5 inhibitors: cytotoxicity in IEC-6 cells; IEC-6 cytotoxicity, luminescence viability; inhibition, % at 5 µM; actives 0.78% (n = 290,000); AID 1825; in the data active = inhibition above about 22%;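 note: 0% = plate median of test compound wells and 100% = cytotoxic reference compound wells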
GSK3B inh: blocks human GSK3beta kinase activity | P49841 | GST-GSK3beta kinase, ADP-Glo luminescence, 60 min; stronger effect = lower value | activity score (negative = inhibition), % at 10 µM | actives 0.038% (n = 300,000);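 active = more than half of replicate wells score below -50%, meaning over 50% inhibition versus plate controls; inconclusive = some replicates but at most half score below -50%; inactive = no replicate scores below -50%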;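 note: 0% = median DMSO wells and -100% = median GW8510 positive control wells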
Target sequence (P49841 whole entry, looked up): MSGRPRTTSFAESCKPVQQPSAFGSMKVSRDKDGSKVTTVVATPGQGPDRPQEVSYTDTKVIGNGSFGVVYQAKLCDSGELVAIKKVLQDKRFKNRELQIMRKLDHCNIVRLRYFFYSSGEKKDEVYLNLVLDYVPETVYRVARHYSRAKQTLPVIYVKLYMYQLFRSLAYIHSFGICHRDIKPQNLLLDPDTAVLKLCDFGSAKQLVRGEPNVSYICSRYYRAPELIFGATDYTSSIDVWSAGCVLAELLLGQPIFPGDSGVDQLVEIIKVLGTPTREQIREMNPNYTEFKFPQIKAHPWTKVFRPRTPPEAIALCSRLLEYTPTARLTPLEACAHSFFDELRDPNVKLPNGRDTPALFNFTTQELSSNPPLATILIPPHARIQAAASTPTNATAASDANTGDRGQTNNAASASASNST
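test system = GST-tagged human GSK3beta kinase, cell-free | reagent = 25 µM ATP with peptide substrate | dosing = one dose of 10 µM per compound | schedule = 60 min reaction, RT | detection = luminescent ADP-Glo measurement of ADP formed | control set = DMSO neutral wells and GW8510 at 20 µM as positive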
The depositor's hits bear a star; u = inconclusive; x = no result given.

compound	HSF1 inh	AI-2 QS modul	KLF5 inh	HSF-1 act	IEC-6 tox	HIF activator	GSK3 alpha inh	aSyn UTR inh	HSP90 refold inh	GSK3B inh
CCCn1c(N)c(C(=O)COC(=O)CCS(=O)(=O)c2ccc(C)cc2)c(=O)[nH]c1=O	0	15	-10	5	0	-0.2	-2	15	2	-1
Cc1ccc(C)c(OCC(O)CN2CCC(CN3C(=O)c4cccc5cccc(c45)C3=O)CC2)c1 (stereo unspecified)	3	28	9	14	-5	-0.5	-1	4	-1	-1
Cc1ccc(Sc2ccncc2S(N)(=O)=O)cc1	-2	9	0	0	-4	-0.3	0	10	3	-1
Cn1cccc1Cc1nnc(SCC(=O)Nc2cccc(Cl)c2)n1-c1ccc(F)cc1	-3	19	15	5	-6	-0.3	-1	6	-6	3
Cc1cc(OCC(=O)N(C)C2CCCCC2)cc(C)c1Cl	10	11	-46	25	5	2.5	-1	-68	-1	1
CCN1CCN(c2ccc(S(=O)(=O)N3CCCCC3)cc2NC(=O)c2cccc(C)c2)CC1	2	15	x	-9	x	0.0	0	10	x	-1
Cc1ccc(-n2c(Cc3cccn3C)nnc2SCC(=O)N2CCc3ccccc32)cc1	0	13	-5	-23	-2	-0.2	-2	24	-1	1
O=c1/c(=C/c2ccc([N+](=O)[O-])cc2)sc2n1CCCN=2	35	7	-143	42	-8	2.1	-4	-173	-1	1
C[C@H]1COC2=C1C(=O)C(=O)c1c2ccc2c1CCCC2(C)C	-6	8	-6	0	-1	0.2	5	102*	3	3
O=C(Cc1csc(NC(=O)Nc2ccc(Cl)cc2)n1)NC1CCCC1	13	-3	x	19	x	0.3	0	-91	x	0
CCOC(=O)/C(C#N)=N/Nc1ccccc1C#N	-2	17	2	-5	-3	0.2	-4	4	-2	1
O=C(Nc1ccc(NC(=O)c2ccco2)cc1)c1ccc2c(c1)OCCO2	0	30	-7	0	1	4.3	-2	u	1	-2
Cc1ccc(-c2csc(N(C)C(=O)c3c(C)nn(-c4ccccc4)c3Cl)n2)cc1	-7	16	15	-8	-4	0.3	5	-4	-1	0
COCCN1C2=C(COC(C)(C)C2)C(=S)NC1c1ccccc1 (stereo unspecified)	4	14	3	24	0	0.9	-2	-16	1	-4
COC(=O)c1ccc(COc2ccccc2/C=C(\C#N)C(=O)Nc2c(C)cc(C)cc2C)cc1	68	11	-6	93*	4	0.3	-2	-43	4	0
Cn1c(SCC(=O)c2ccc3c(c2)Cc2ccccc2-3)nnc1-c1ccccc1	3	21	-25	3	-7	-0.3	-4	4	-1	3
COc1ccc(-n2c(SCC(=O)C(C)(C)C)nc3ccsc3c2=O)cc1	-1	x	-7	-3	-4	-0.1	-3	8	0	x
NS(=O)(=O)c1ccc(CNC(=O)/C=C/c2ccc(S(=O)(=O)N3CCOCC3)cc2)cc1	-2	16	-14	11	3	0.8	0	12	-2	2
COc1ccc(/C=C/C(=O)Nc2ccc(S(=O)(=O)Nc3cc(C)nc(C)n3)cc2)cc1OC	-3	14	-3	-11	0	-0.3	0	7	2	1
O=C1c2ccccc2C(=O)N1CN(C(=O)COc1ccccc1)c1ccc(F)cc1	4	20	-4	11	3	-0.2	-2	-6	3	1
Cc1ccccc1-n1c(=O)cc(N2CCc3ccccc3C2)[nH]c1=O	-3	27	-45	13	0	-0.2	-1	-20	-2	2
CCOC(=O)N/N=C1\CCS(=O)(=O)c2ccc(Cl)cc21	x	32	-14	x	5	x	-2	x	1	-3
CC1CC(C)CN(CCOCCSc2ccccc2)C1 (stereo unspecified)	-1	7	-19	19	-1	-0.1	-1	3	-1	4
Cc1cc(/C=N/Nc2nc(N)ncc2[N+](=O)[O-])c(C)n1-c1cccc(C(F)(F)F)c1	-2	16	-22	-4	-4	3.2	1	-117	34*	2
CCCCNc1ccc(C(CC(N)=O)NC(=O)Cc2ccc(Br)cc2)cc1[N+](=O)[O-] (stereo unspecified)	1	14	x	-10	x	-0.5	1	-10	x	2
CCSc1nnc(NC(=O)CSc2nc(C)cc(C)n2)s1	-4	15	5	14	2	0.1	-3	7	2	3
O=C(Nc1cc(Cl)cc(Cl)c1)N1CCN(C(=O)C2CCCO2)CC1 (stereo unspecified)	-9	41	-9	-7	4	-0.7	2	24	1	1
COCCn1c(-c2ccc(C#N)cc2)nc2c1c(=O)[nH]c(=O)n2Cc1ccccc1	9	34	-10	48	-2	-1.1	-1	-7	-3	1
O=[N+]([O-])c1cccc(S(=O)(=O)Nc2ccc(S(=O)(=O)N3CCCC3)cc2)c1	-4	29	-22	-4	-5	-0.2	0	-4	-3	2
CC(C)CC(C)NC(=O)c1ccc(C(F)(F)F)cc1 (stereo unspecified)	6	18	-25	-11	-9	2.4	-1	-48	1	-2
O=C(O)/C=C/c1cnc2ccccc2c1	-2	22	-56	3	-8	0.9	0	-2	-2	4
CCOC(CC(=O)NNC(=O)c1c(-c2ccccc2Cl)noc1C)OCC	14	32	-11	40	-6	0.1	-1	-14	-2	-3
CCOC(=O)c1oc2ccccc2c1NC(=O)CN1CCOCC1	-2	23	-17	-11	-3	-0.2	0	7	1	-5
Cc1ccc(NS(=O)(=O)c2ccc3c(c2)NC(=O)CCS3)cc1F	9	2	-21	18	5	-0.2	-1	9	-1	2
COc1ccc(C(=O)N/C(=C\c2cccc3ccccc23)C(=O)NCCc2c[nH]c3ccccc23)cc1OC	7	12	-3	19	4	0.0	-2	6	1	4
O=S(=O)([O-])CCC[n+]1c(/C=C\Nc2ccccc2)oc2ccc(-c3ccccc3)cc21	-1	14	-24	-3	-4	0.0	x	5	-2	2
Cc1ccc(C(=O)Nc2ccncc2)o1	-2	11	-3	-17	0	0.6	10	-16	4	-6
CCOC(=O)c1ccc(N2C(=O)C(CC(=O)NC)N(CCc3ccc(OC)c(OC)c3)C2=S)cc1 (stereo unspecified)	0	x	-16	11	-5	-0.6	x	-16	-2	x
CC1CC(C)CN(S(=O)(=O)c2ccc3c(c2)CCN3C(=O)CCC(=O)O)C1 (stereo unspecified)	6	8	-29	13	2	-1.3	-1	3	-1	7
N#Cc1sc2nc(C3CC3)cc(-c3ccccc3)c2c1N	-4	-3	-10	-22	-5	0.3	19	24	-6	-7
O=C1NCCN(Cc2cccc(Oc3ccccc3)c2)C1CC(=O)N1CCCO1 (stereo unspecified)	x	8	-30	x	-1	-0.6	-1	36	-1	0
CCCNC(=O)c1ccc(S(N)(=O)=O)cc1	0	20	-4	33	4	1.2	-2	1	-1	-1
CN(C(=O)COC(=O)/C=C/c1cccc([N+](=O)[O-])c1)C1CCS(=O)(=O)C1 (stereo unspecified)	12	31	83*	2	-5	2.0	-1	-22	-2	-1
CC(C)(C)c1ccc(C(=O)NCCC(=O)N2CCN(c3ncccn3)CC2)cc1	-3	14	1	7	-6	-0.1	-1	17	5	-2
O=C(COC(=O)/C=C/c1cccc(Br)c1)NCc1ccco1	-6	-11	x	5	x	-1.3	-1	-9	x	1
CC(C)(C)OC(=O)NCCCCCc1nnc(SCC(=O)Nc2cccc(Cl)c2)o1	-17	18	-45	-1	-5	-0.2	0	2	1	0
Cc1ccnc(NC(=O)CNC(=O)c2ccccc2Br)c1	-1	20	-35	4	-9	1.8	-1	-17	1	-4
COc1cc(OC)cc(C(=O)Nc2c(F)cccc2F)c1	-2	24	-21	-6	-6	0.1	-2	29	0	0
Clc1ccc(Cn2ncc3c(NCCN4CCOCC4)ncnc32)cc1	2	15	0	32	-2	-0.4	-3	-1	-1	0
CCC(=O)N1CCc2cc(S(=O)(=O)CCC(=O)Nc3ccc(F)c(F)c3)ccc21	0	4	-16	11	3	-0.5	-8	22	1	1

(more compounds)
compound	HSF1 inh	AI-2 QS modul	KLF5 inh	HSF-1 act	IEC-6 tox	HIF activator	GSK3 alpha inh	aSyn UTR inh	HSP90 refold inh	GSK3B inh
Cc1ccc2nc(C(=O)O)c(C(=O)O)nc2c1	-1	5	-25	0	5	0.6	9	-14	5	3
CSc1nnc(CNS(=O)(=O)c2ccc(F)cc2)n1C	-4	38	4	0	-7	-0.2	-4	14	-3	1
CC1(C)NC(=O)N(CCCOc2ccccc2Br)C1=O	6	-6	-74	52*	3	2.1	x	-41	-3	0
CCCCc1ccc(NC(=S)N2CCN(C(=O)OCC)CC2)cc1	-2	12	-2	24	8	-0.5	1	12	-3	-3
Cc1cccc(N2CCN(S(=O)(=O)c3ccc4c(c3)CCN4C(=O)CCC(=O)O)CC2C)c1 (stereo unspecified)	0	39	-18	3	0	0.2	1	5	-1	-2
Cc1ccc(N(CCC(=O)Nc2nnc(C3CC3)s2)S(=O)(=O)c2ccccc2)cc1	-6	10	-19	14	5	0.7	8	-6	1	2
Cc1ccc(CNC(=O)C2CCN(S(=O)(=O)c3ccc4c(c3)OCCCO4)CC2)cc1	-4	25	-4	7	5	-0.4	x	-26	1	-1
Cc1ccc(S(=O)(=O)Nc2cc3c(C(=O)Nc4ccccc4)c(C)oc3c3ccccc23)cc1	20	32	-19	37	5	2.2	-1	-6	3	1
CN1C(=O)/C(=C\c2ccncc2)SC1=Nc1ccccc1	5	-1	-13	27	6	-0.1	3	0	-1	1
NS(=O)(=O)c1ccc(CCNC(=O)C2CCC(CNS(=O)(=O)c3ccc(Br)s3)CC2)cc1 (stereo unspecified)	-2	39	6	14	1	0.0	-1	21	1	0
COc1ccc2[nH]c(=O)c(CN(C(=O)C(C)C)c3ccccc3OC)cc2c1	12	16	-6	1	6	0.1	-1	-20	0	-1
O=C(N/C(=C\c1ccccc1)C(=O)N1CCOCC1)c1ccco1	-2	-11	-16	4	5	-0.3	-2	-13	4	-2
O=c1cc(N2CCN(c3ccccc3)CC2)[nH]c(=O)n1-c1ccccc1	0	17	-2	-13	2	0.2	x	5	-1	3
COc1cccc(N(C(=O)c2cnccn2)C(C(=O)NC2CCCCC2)c2ccc(Cl)cc2)c1 (stereo unspecified)	3	2	-1	14	-1	-0.2	-1	-5	0	3
O=C(CCCN1C(=O)CCC1=O)Nc1ccc(Cl)c(C(F)(F)F)c1	2	17	12	5	2	-0.1	-1	-17	1	0
O=C(Nc1ncc([N+](=O)[O-])s1)c1ccco1	15	21	-194	27	5	3.1	3	-98	0	-1
O=C(Cc1ccc(Cl)cc1)NNC(=O)C1CC=CCC1C(=O)O (stereo unspecified)	0	17	-12	-11	3	0.1	-1	12	2	-1
O=C(CSc1nnc(-c2ccc(C(F)(F)F)cn2)s1)c1ccccc1	-2	14	-17	-7	3	0.2	-2	-32	1	3
Cc1ccc(S(=O)(=O)NC(Cc2c[nH]c3ccccc23)C(=O)O)cc1 (stereo unspecified)	-1	14	-24	5	9	0.8	-6	-1	4	1
O=S(=O)(Nc1ccccn1)c1ccc(Cl)cc1	-1	34	-30	0	5	-0.4	-1	12	-3	0

Source: PubChem BioAssay (several laboratories)
